Screening data from PubChem.
mut p53 react = mutant p53 pathway reactivation. activation, % at 9.98 µM. SW480 PUMA-promoter luciferase. AID 624151. 1.5% of 28,000 active; in the data active = activation above about 52%
STK33 inh = human STK33 kinase inhibition; ADP-Glo luminescence, MBP substrate; inhibition, % at 12.5 µM; 0.44% of 27,000 active; in the data active = inhibition above about 20%
Target sequence (Q9BYT3 whole entry, looked up): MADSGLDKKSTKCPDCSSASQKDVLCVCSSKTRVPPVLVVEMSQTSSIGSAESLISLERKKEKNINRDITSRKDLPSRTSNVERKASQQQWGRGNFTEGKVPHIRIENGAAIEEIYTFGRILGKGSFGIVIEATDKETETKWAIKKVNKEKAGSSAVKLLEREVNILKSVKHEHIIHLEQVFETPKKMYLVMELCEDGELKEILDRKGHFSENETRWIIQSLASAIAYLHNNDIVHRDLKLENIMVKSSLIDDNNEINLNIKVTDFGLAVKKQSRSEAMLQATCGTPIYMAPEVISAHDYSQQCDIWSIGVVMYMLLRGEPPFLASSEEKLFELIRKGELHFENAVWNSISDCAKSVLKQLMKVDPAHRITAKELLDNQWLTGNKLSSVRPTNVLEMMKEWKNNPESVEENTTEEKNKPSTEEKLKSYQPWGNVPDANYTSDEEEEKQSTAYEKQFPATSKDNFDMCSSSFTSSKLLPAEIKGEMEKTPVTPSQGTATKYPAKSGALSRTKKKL
Numbers without * were called inactive; . = no result given.

SMILES	mut p53 react	STK33 inh
C=CCN1C(=O)[C@@]2(O[C@@H](CCn3cc([C@H](O)c4ccccc4)nn3)[C@H]([Si](C)(C)c3ccc(OC)cc3)[C@H]2C)c2cc(N3CCOC3=O)ccc21	.	4
O=C(CSc1nc(N2CCCCC2)nc(N2CCCCC2)n1)Nc1ccc([N+](=O)[O-])cc1	-2	1
C[C@H]1CN([C@@H](C)CO)C(=O)c2ccccc2-c2ccccc2CO[C@@H]1CN(C)C(=O)Nc1ccccc1C(F)(F)F	-5	.
COc1cc(O)c2c(c1C)C(C)C(O)(CO)OC2=O (configuration not stated)	17	-1
NC(=O)c1nnc2cc(-c3ccccc3)nn2c1N	.	11
CSc1ccccc1NC(=O)CN(c1cccc([N+](=O)[O-])c1)S(C)(=O)=O	-10	-2
C[C@@H]1CN([C@H](C)CO)C(=O)Cc2cc(NC(=O)Cc3cn(C)c4ccccc34)ccc2O[C@@H]1CN(C)CC1CCCCC1	.	3
CCn1c(SCC(=O)N2c3ccccc3CCc3ccccc32)nnc1-c1ccco1	-10	2
C=CCN1C(=O)C2(C(C#N)=C(N)Oc3c2c(=O)oc2ccccc32)c2ccccc21 (configuration not stated)	.	1
C[C@H]1CN([C@@H](C)CO)C(=O)c2cccc(N(C)C)c2O[C@@H]1CN(C)Cc1ccc(C(F)(F)F)cc1	8	.
COc1ccc(NC(=O)Nc2ccc3c(c2)C(=O)N([C@H](C)CO)C[C@H](C)[C@H](CN(C)S(=O)(=O)c2ccc(Cl)cc2)O3)cc1	.	-1
CC(NS(=O)(=O)c1ccc(Br)cc1)C(=O)Nc1ccccc1 (configuration not stated)	-27	-5
C[C@H](CO)N1C[C@H](C)[C@@H](CN(C)C(=O)Nc2ccc(F)cc2)Oc2ncc(C3=CCCCC3)cc2C1=O	11	.
CC(C)NC(=O)Nc1ccc2c(c1)C(=O)N([C@@H](C)CO)C[C@H](C)[C@H](CN(C)C(=O)Nc1cccc3ccccc13)O2	3	-2
COc1ccc(C#Cc2ccc3c(c2)O[C@H](CN(C)S(=O)(=O)c2ccccc2F)[C@@H](C)CN([C@@H](C)CO)S3(=O)=O)cc1	-22	.

A draw from above in order of molar mass, lowest first:
SMILES	mut p53 react	STK33 inh
NC(=O)c1nnc2cc(-c3ccccc3)nn2c1N	.	11
COc1cc(O)c2c(c1C)C(C)C(O)(CO)OC2=O (configuration not stated)	17	-1
CC(NS(=O)(=O)c1ccc(Br)cc1)C(=O)Nc1ccccc1 (configuration not stated)	-27	-5
CSc1ccccc1NC(=O)CN(c1cccc([N+](=O)[O-])c1)S(C)(=O)=O	-10	-2
C=CCN1C(=O)C2(C(C#N)=C(N)Oc3c2c(=O)oc2ccccc32)c2ccccc21 (configuration not stated)	.	1
CCn1c(SCC(=O)N2c3ccccc3CCc3ccccc32)nnc1-c1ccco1	-10	2
O=C(CSc1nc(N2CCCCC2)nc(N2CCCCC2)n1)Nc1ccc([N+](=O)[O-])cc1	-2	1
C[C@H]1CN([C@@H](C)CO)C(=O)c2cccc(N(C)C)c2O[C@@H]1CN(C)Cc1ccc(C(F)(F)F)cc1	8	.
C[C@H](CO)N1C[C@H](C)[C@@H](CN(C)C(=O)Nc2ccc(F)cc2)Oc2ncc(C3=CCCCC3)cc2C1=O	11	.
CC(C)NC(=O)Nc1ccc2c(c1)C(=O)N([C@@H](C)CO)C[C@H](C)[C@H](CN(C)C(=O)Nc1cccc3ccccc13)O2	3	-2
C[C@H]1CN([C@@H](C)CO)C(=O)c2ccccc2-c2ccccc2CO[C@@H]1CN(C)C(=O)Nc1ccccc1C(F)(F)F	-5	.
C[C@@H]1CN([C@H](C)CO)C(=O)Cc2cc(NC(=O)Cc3cn(C)c4ccccc34)ccc2O[C@@H]1CN(C)CC1CCCCC1	.	3
COc1ccc(C#Cc2ccc3c(c2)O[C@H](CN(C)S(=O)(=O)c2ccccc2F)[C@@H](C)CN([C@@H](C)CO)S3(=O)=O)cc1	-22	.
COc1ccc(NC(=O)Nc2ccc3c(c2)C(=O)N([C@H](C)CO)C[C@H](C)[C@H](CN(C)S(=O)(=O)c2ccc(Cl)cc2)O3)cc1	.	-1
C=CCN1C(=O)[C@@]2(O[C@@H](CCn3cc([C@H](O)c4ccccc4)nn3)[C@H]([Si](C)(C)c3ccc(OC)cc3)[C@H]2C)c2cc(N3CCOC3=O)ccc21	.	4

(continued)
SMILES	mut p53 react	STK33 inh
Cn1c(SCc2nc(-c3ccc(Cl)cc3)no2)nnc1-c1ccccc1	0	1
COc1ccc(Cl)cc1NC(=O)CN(c1cc(Cl)c(Cl)cc1Cl)S(C)(=O)=O	-8	-1
COc1ccccc1CN(C)C[C@@H]1OCc2cnnn2CCCC(=O)N([C@@H](C)CO)C[C@H]1C	-2	2
Cc1cc2ncn(CC(O)COc3ccc4cc(Br)ccc4c3)c2cc1C (configuration not stated)	-4	0
COc1c(OC)c(O)c2c(=O)cc(-c3ccc(O)cc3)oc2c1OC	16	29*
COc1ccc(CN(C)C[C@@H]2Oc3ccc(NS(=O)(=O)c4cn(C)cn4)cc3CC(=O)N([C@H](C)CO)C[C@@H]2C)cc1	.	1
O=c1[nH]c(CSc2nnc(-c3ccccc3)n2-c2ccccc2)nc2ccccc12	-13	-2
COc1cccc(-c2cnc3c(c2)C(=O)N([C@H](C)CO)C[C@H](C)[C@H](CN(C)S(=O)(=O)c2cn(C)cn2)O3)c1	.	7
Cc1nn(-c2ccccc2)cc1C1C=C(c2ccc(Cl)cc2)N=C2SCC(=O)N21 (configuration not stated)	-14	.
C[C@H](CO)N1C[C@H](C)[C@H](CN(C)S(=O)(=O)c2ccc(Cl)cc2)Oc2ccc(NS(=O)(=O)c3ccc(Cl)cc3)cc2C1=O	.	0
C[C@@H]1CN([C@@H](C)CO)C(=O)c2cc(NC(=O)Cc3ccccc3)ccc2O[C@@H](C)CCCCO[C@H]1CN(C)C	11	.
C[C@H]1CN([C@@H](C)CO)C(=O)c2cc(C#CCN(C)C)cnc2O[C@H]1CN(C)C(=O)NC1CCCCC1	4	.
Cc1nc2ccccc2n1CC(O)COc1ccccc1Cl (configuration not stated)	-6	-3
Cc1ccc(NC(=O)CSc2nnc(-c3cccc4ccccc34)n2-c2ccccc2)c(C)c1	-15	7
COc1ccc([Si](C)(C)[C@H]2[C@H](CCn3cc([C@H](O)c4ccccc4)nn3)O[C@@]3(C(=O)N(Cc4cccc(N5CCOC5=O)c4)c4ccccc43)[C@@H]2C)cc1	.	4
O=C(Nc1ccccc1C(=O)O)c1cccc(S(=O)(=O)NCc2ccccc2)c1	7	-3
COc1ccc(CN(C)C[C@H]2Oc3c(NC(=O)Nc4c(C)noc4C)cccc3C(=O)N([C@H](C)CO)C[C@@H]2C)cc1	3	.
COc1cc(C(=O)NC(=S)Nc2cccc(-c3nc4ncccc4o3)c2C)cc(OC)c1OC	-69	8
COc1cccc(C(=O)/C=c2\[nH]c(=O)/c(=C\c3cccs3)s2)c1	.	5
O=C(CN1C(=O)c2ccccc2C1=O)Nc1ccc(S(=O)(=O)N2CCCCCC2)cc1	8	-1
C[C@H](CO)N1C[C@H](C)[C@@H](CN(C)S(=O)(=O)c2ccc(Cl)cc2)Oc2c(NC(=O)Nc3ccc(C(F)(F)F)cc3)cccc2C1=O	-8	.
CCn1c(SCC(=O)Nc2cc(Cl)ccc2Cl)nnc1-c1ccccc1OC	0	1
C[C@@H]1CCCCO[C@H](CN(C)C(=O)c2ccccc2)[C@@H](C)CN([C@H](C)CO)C(=O)c2cc(NS(=O)(=O)c3cn(C)cn3)ccc2O1	0	-3
C[C@H]1CN([C@@H](C)CO)C(=O)c2cc(NC(=O)Cc3ccccc3)ccc2O[C@H]1CN(C)Cc1ccc2c(c1)OCO2	.	0
C[C@@H]1CCCCO[C@@H](CN(C)Cc2ccc(Cl)c(Cl)c2)[C@@H](C)CN([C@H](C)CO)C(=O)c2cc(NC(=O)Nc3ccc(F)cc3)ccc2O1	.	5
C[C@H](CO)N1C[C@H](C)[C@H](CN(C)Cc2ccc(F)cc2)Oc2ncc(Br)cc2C1=O	.	-3
COC(=O)c1ccccc1NC(=O)C1CCCN(S(=O)(=O)c2ccc(Br)cc2)C1 (configuration not stated)	14	0
CCOC(=O)c1c(NC(=O)CN2CCOCC2)sc(C(C)=O)c1C	21	2
CC(C)NC(=O)N(C)C[C@H]1OCCCC[C@H](C)Oc2ccc(NS(=O)(=O)c3ccc(F)cc3)cc2C(=O)N([C@H](C)CO)C[C@H]1C	2	.
Cc1cc(C)cc(NC(=O)CN(c2cc([N+](=O)[O-])ccc2C)S(C)(=O)=O)c1	15	-4

Compound profiles, from the list above. Order of screens: mut p53 react, STK33 inh
COc1ccc(CN(C)C[C@H]2Oc3c(NC(=O)Nc4c(C)noc4C)cccc3C(=O)N([C@H](C)CO)C[C@@H]2C)cc1 across the screens: 3, .
O=C(CN1C(=O)c2ccccc2C1=O)Nc1ccc(S(=O)(=O)N2CCCCCC2)cc1 across the screens: 8, -1

(continued)
SMILES	mut p53 react	STK33 inh
Cc1ccnc(NC(c2cc(C)ccc2C)c2ccc3ccc(C)nc3c2O)c1 (configuration not stated)	13	4
Cc1ccc(C)c(OCC(=O)Nc2cccc(C(=O)O)c2C)c1	8	0
O=C(C[C@@H]1C[C@H]2c3cc(NC(=O)C4CCOCC4)ccc3O[C@H]2[C@H](CO)O1)NCc1ccc(Cl)cc1	0	.
C[C@H](CO)N1C[C@H](C)[C@H](CN(C)C(=O)c2ccncc2)OCCCC[C@H](C)Oc2ccc(NC(=O)CCC(F)(F)F)cc2C1=O	3	.
O=C1C(Oc2ccccc2)C(c2ccc3c(c2)OCO3)N1C1CCCC1 (configuration not stated)	-2	.
Cc1noc(C)c1NC(=O)N(C)C[C@H]1OCCCC[C@@H](C)Oc2ccc(NS(=O)(=O)c3cccs3)cc2C(=O)N([C@H](C)CO)C[C@@H]1C	5	2
C[C@H]1CN([C@@H](C)CO)C(=O)Cc2cc(NC(=O)c3ccncc3)ccc2O[C@H]1CN(C)Cc1ccc(C(=O)O)cc1	9	1
C[C@@H]1CN([C@@H](C)CO)C(=O)Cc2cc(NC(=O)CCC(F)(F)F)ccc2O[C@@H]1CN(C)S(=O)(=O)c1ccc(F)cc1	.	-3
COc1ccc(NC(=O)O[C@H]2[C@@H]3OC(=O)[C@H](Cc4ccccc4)C/C=C/C[C@@H](Cc4ccccc4)C(=O)O[C@H]3[C@@H](OC)O[C@@H]2CO)cc1	.	7
C[C@@H]1CN([C@H](C)CO)C(=O)c2cc(NC(=O)c3ccccc3)ccc2O[C@@H](C)CCCCO[C@H]1CN(C)C(=O)Nc1ccc(C(F)(F)F)cc1	-10	.
Cc1ccc(NC(=O)CSc2nnc(-c3cccs3)n2C)cc1Cl	2	1
C[C@@H]1CN([C@@H](C)CO)C(=O)Cc2cc(NC(=O)Nc3ccccc3)ccc2O[C@@H]1CN(C)Cc1ccc(C(F)(F)F)cc1	.	-2
COc1ccc(NC(=O)Cn2cc(C(=O)C(C)C)c3ccccc32)cc1	-3	0
COc1ccccc1NC(=O)c1c(C)nc(Nc2nc3ccccc3o2)nc1C	18	4
CCCNC(=O)C[C@@H]1C[C@H]2c3cc(NC(=O)Cc4ccncc4)ccc3O[C@H]2[C@H](CO)O1	10	.
C[C@H](CO)N1C[C@H](C)[C@H](CN(C)Cc2ccncc2)Oc2ncccc2C1=O	9	.
Cc1cc(OCC(=O)NCc2cccnc2)c(C)cc1Br	19	1
CNC[C@H]1Oc2ccc(NS(=O)(=O)c3ccc(F)cc3)cc2CC(=O)N([C@@H](C)CO)C[C@@H]1C	2	.
C[C@@H]1CN([C@@H](C)CO)C(=O)c2cc(NC(=O)CCCN(C)C)ccc2O[C@H]1CN(C)C	7	.
C[C@H](CO)N1C[C@H](C)[C@H](CN(C)Cc2ccncc2)Oc2ccc(NC(=O)Nc3ccc(F)cc3)cc2CC1=O	-5	-1
COc1ccc(Cl)cc1-n1c(Cn2ncc3ccccc3c2=O)n[nH]c1=S	6	0
CCCCN1C(=O)C(O)(CC(=O)c2ccccn2)c2ccccc21 (configuration not stated)	4	-1
C=CCNc1nc(N)c(C(=O)Nc2cc(C)on2)s1	70*	6
CN(C)c1cccc(N2C(=S)SC3CS(=O)(=O)CC32)c1 (configuration not stated)	11	.
NC(=O)CSc1nnc(-c2ccncc2)n1-c1cccc(C(F)(F)F)c1	-2	3
C[C@@H]1CN([C@H](C)CO)C(=O)c2ccccc2-c2ccccc2CO[C@@H]1CN(C)S(=O)(=O)c1cccs1	-6	.
Cc1ccc(OCC(=O)Nc2cc(Cl)ccc2C(=O)O)c(C)c1	-13	-4
Cc1c(Cl)cccc1NC(=O)Cn1cc(C(=O)c2ccccc2)c2ccccc21	-13	0
Cc1nc2c(O)cccc2c(=O)[nH]1	6	.
Cc1ccc(NC(=O)COc2ccc(Cl)cc2C)c([N+](=O)[O-])c1	64*	4
COc1ccc(C#Cc2ccc3c(c2)[C@]2(C(=O)N3)[C@H](C(=O)Nc3nc4ccccc4s3)[C@H]3C(=O)O[C@H](c4ccccc4)[C@H](c4ccccc4)N3[C@@H]2c2ccccc2OCCO)cc1	.	4
CC(C)=CCc1cc(O)ccc1O[C@@H]1O[C@H](CO)[C@@H](O)[C@H](O)[C@H]1O	13	1
COc1ccccc1C#Cc1ccc2c(c1)O[C@H](CN(C)Cc1ccccc1)[C@@H](C)CN([C@@H](C)CO)S2(=O)=O	-58	.
CC(=O)Nc1ccc(NC(=O)Cn2cc([N+](=O)[O-])cn2)cc1	-14	-4
C[C@H]1CN([C@@H](C)CO)C(=O)c2cc(NS(=O)(=O)c3cn(C)cn3)ccc2O[C@@H]1CN(C)CC1CC1	.	-3
CNC[C@H]1OCCCC[C@H](C)Oc2ccc(NC(=O)NC(C)C)cc2C(=O)N([C@H](C)CO)C[C@@H]1C	5	.
CC(=O)c1cccc(NC(=O)CSc2ncnc3sc(C)c(C)c23)c1	1	-1
C[C@H](CO)N1C[C@H](C)[C@H](CN(C)C(=O)Nc2cccc3ccccc23)Oc2ccc(NS(=O)(=O)c3cn(C)cn3)cc2C1=O	.	3
CC(C)c1ccccc1NC(=O)CN(C)S(=O)(=O)c1ccc(Br)cc1	1	8
CCCN(C)C[C@H]1OCc2cnnn2CCCC(=O)N([C@@H](C)CO)C[C@H]1C	.	-3

Some of the compounds tested (hit frequency here may not be typical).
